Source: PubChem BioAssay (National Center for Advancing Translational Sciences (NCATS))
Eya2 inh: blocks the phosphatase activity of human Eya2. recombinant Eya2, OMFP fluorescence dephosphorylation (OMFP is methylfluorescein phosphate). Potency, µM (series often up to 76.9 µM), for inactives: at the top dose activity, negative = inhibition, usual class: inhibitors. hit rate 0.006% among 330,000; note: potency is the fitted concentration of half-maximal effect
Target sequence (O00167 whole entry, looked up): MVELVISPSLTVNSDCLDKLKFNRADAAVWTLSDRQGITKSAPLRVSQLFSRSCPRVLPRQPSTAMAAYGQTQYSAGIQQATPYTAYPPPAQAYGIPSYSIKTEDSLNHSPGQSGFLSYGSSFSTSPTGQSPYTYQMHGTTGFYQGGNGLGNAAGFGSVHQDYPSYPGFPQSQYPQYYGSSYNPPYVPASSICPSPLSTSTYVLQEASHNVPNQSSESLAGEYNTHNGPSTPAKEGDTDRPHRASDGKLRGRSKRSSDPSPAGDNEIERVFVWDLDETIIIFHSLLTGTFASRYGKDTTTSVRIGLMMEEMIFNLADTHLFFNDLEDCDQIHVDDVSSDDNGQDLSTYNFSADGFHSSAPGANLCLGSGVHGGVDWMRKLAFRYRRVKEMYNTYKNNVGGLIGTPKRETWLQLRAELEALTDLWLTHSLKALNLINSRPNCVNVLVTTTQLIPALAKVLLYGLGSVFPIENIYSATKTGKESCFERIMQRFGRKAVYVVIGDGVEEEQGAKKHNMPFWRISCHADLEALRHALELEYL
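Eya2 protein (added as 0.2 uM solution) was preincubated with compound for 10 min at ambient temperature in 50 mM HEPES pH 7.5, 50 mM NaCl, 5 uM MgCl2, 0.05% BSA, 1 mM DTT. OMFP (added at 50 uM) then reacted 10 min; fluorescence read at 485/525 nm.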
GALK inh: galactokinase (human) inhibition. Potency, µM (top dose mostly 57.5 µM), without a hit: at the highest dose activity change, negative = inhibition, most hits filed as inhibitors. P51570. Purified GALK, Kinase-Glo residual ATP luminescence. hit rate 0.007% among 270,000; note: potency is the fitted concentration of half-maximal effect
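GALK at 5 nM final was combined with compound, 35 uM ATP and 100 uM galactose in HEPES pH8.0 with MgCl2 and DTT. The reaction ran one hour at room temperature before luminescent ATP detection.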
USP2a block: inhibitors of human ubiquitin-specific protease USP2a | O75604 | USP2 core, Ub-CHOP2 coupled fluorogenic reporter, 485/531 | Potency, µM (titrated, usually from 38.3 µM), for the others: at the top dose activity change, negative = inhibition, actives largely listed as inhibitors | hit rate 0.01% among 330,000 | AID 463254;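 note: potency is the fitted concentration of half-maximal effect; plate controls were DMSO wells for no effect and full inhibition by NEM control for full effect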
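USP2 core (10nM final) preincubated 30min RT with compound in 20mM Tris-HCl pH 8.0, 2mM CaCl2, 2mM beta-mercaptoethanol, 0.05% CHAPS; 25nM Ub-CHOP2 plus 25nM reporter substrate added, fluorescence (Ex485/Em531) read after 60min.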
B2AR arrestin: agonists driving beta-arrestin recruitment to human beta2-adrenergic receptor | Potency, µM (highest dose often 46.1 µM), without a hit: at the highest dose activation, most hits filed as activators | hit rate 0.02% among 330,000 | P07550 | AID 492947 | beta-arrestin recruitment to beta2AR, cell-based reporter;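 note: potency is the fitted concentration of half-maximal effect; 0% = DMSO controls and full agonism = EC100 isoproterenol or metaproterenol; nearly all actives have a fitted effect of over 65% in size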
uPA surface inh: cell surface uPA generation inhibition. cell surface uPA generation assay, qHTS. Potency, µM (titrated, usually from 38.3 µM), without a hit: at the highest dose activity change, negative = inhibition, most hits filed as inhibitors. hit rate 0.31% among 330,000; active = well fitted inhibition curve with a large enough effect; inconclusive = small, poorly fitted or top-dose-only effect; inactive = no such curve, though single readings can be large or run the other way; tested in mouse RAW 264.7 cells; note: potency is the fitted concentration of half-maximal effect; nearly all actives have a fitted effect of over 55% in size
PKM2 activator: PKM2 (human) enzyme activation. P14618. purified PKM2, Kinase-Glo ATP luminescence, activation; response scale: 0% is enzyme alone, no compound. Potency, µM (series often up to 57.5 µM), inactives show at the highest dose activation, hits mostly activators. hit rate 0.34% among 260,000. AID 1631; note: potency is the fitted concentration of half-maximal effect; nearly all actives have a fitted effect of over 55% in size
Target sequence (P14618 whole entry, looked up): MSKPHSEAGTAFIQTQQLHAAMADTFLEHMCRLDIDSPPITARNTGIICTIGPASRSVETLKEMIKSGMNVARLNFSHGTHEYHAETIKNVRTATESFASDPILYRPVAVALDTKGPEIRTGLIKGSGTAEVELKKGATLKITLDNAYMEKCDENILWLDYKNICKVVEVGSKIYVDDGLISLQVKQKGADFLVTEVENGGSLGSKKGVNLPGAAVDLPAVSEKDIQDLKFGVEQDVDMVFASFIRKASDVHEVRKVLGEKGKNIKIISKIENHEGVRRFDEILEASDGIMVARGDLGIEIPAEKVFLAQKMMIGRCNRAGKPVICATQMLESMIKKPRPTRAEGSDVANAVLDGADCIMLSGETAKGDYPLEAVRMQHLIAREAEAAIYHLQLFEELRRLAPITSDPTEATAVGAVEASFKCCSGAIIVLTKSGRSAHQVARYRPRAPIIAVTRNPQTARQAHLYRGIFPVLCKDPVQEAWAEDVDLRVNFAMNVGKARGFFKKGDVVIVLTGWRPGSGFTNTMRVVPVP
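hPK-M2, >95% pure; 0.1 mM ADP / 0.5 mM PEP final; imidazole pH7.2 buffer w/ 7 mM MgCl2, 50 mM KCl; 1 h RT; Kinase-Glo lum. Intermediate enzyme activity for dual inhibitor/activator qHTS.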
Coupling enz: coupling enzyme interference in Giardia aldolase counter-screen. coupling enzyme system counterscreen, AmpLite Red fluorescence. activity change, negative = inhibition, % at 58.2 µM, hits read low. hit rate 0.67% among 290,000; in the data active = activity change below about -30%
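Final compound at 57.5 uM, incubated 10 min at RT with coupling enzyme reagent (glyceraldehyde-3-phosphate), then 20 min with substrate and AmpLite Red detection. Fluorescence read at 525/598 nm; tests interference with the coupling assay, not aldolase inhibition.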
hERG WT inh: inhibitors of human wildtype KCNH2 potassium channel. U2OS, BacMam KCNH2, thallium flux FluxOr; hits give low values. activity change, % at 1.84 µM. hit rate 0.37% among 340,000. AID 720551;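 active = maximum activity change below -70%; inconclusive = maximum activity change between -70% and -50%; inactive = maximum activity change above -50%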
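U2OS cells transduced with wild-type KCNH2 virus are loaded with FluxOr dye for 45 min, and thallium flux is measured in kinetic reads before and after stimulation buffer. Rate constants are normalized to DMSO controls.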
KCNH2 3.1 inh: inhibitors of human KCNH2 3.1 potassium channel isoform; U2OS KCNH2 3.1, thallium flux FluxOr; hits give low values; hit rate 0.95% among 340,000; activity change, % (tested at about 1.8 µM); AID 720553;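 active = maximum activity change below -70%; inconclusive = maximum activity change from -70% to -50%; inactive = maximum activity change above -50%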;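 note: thallium influx rate constant from kinetic fluorescence after stimulation buffer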
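Kinetic fluorescence (2 min after stimulation buffer) measures Tl+ influx through KCNH2 3.1 expressed by viral transduction in U2OS cells; the rate constant is normalized against DMSO controls serving as positive and negative references.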
Giardia kill: kills Giardia lamblia; Giardia lamblia trophozoite viability; AID 540267; activity change, % at 7.66 µM, hits read low; hit rate 0.15% among 340,000; in the data active = activity change below about -80%; inconclusive = between about -30% and that limit;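 note: parasites exposed to compound for two days anaerobically before the ATP read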
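Luminescence from cellular ATP indicates surviving trophozoites (100 cells/well) following 48 hrs anaerobic compound treatment at 37 deg C; signal develops 15-30 min at room temperature.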
BCR signal inh: inhibitors of chronic active B-cell receptor signaling; ABC-DLBCL IkBa-CBG/CBR reporter, luminescence ratio, 4 h; Potency, µM (top dose mostly 46.1 µM), inactives show at the highest dose ratio change, negative = lower green/red ratio, actives largely listed as inhibitors; hit rate 0.05% among 340,000; AID 493014; active = well fitted inhibition curve with a large enough effect in the signal ratio, with a control signal flat, not every such curve was filed as active; inconclusive = small, poorly fitted or top-dose-only effect, or effect the other way, or a change in a side signal; the % refers to the signal ratio;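 note: potency is the fitted concentration of half-maximal effect; plate controls were basal doxycycline-induced cells for no effect and cells given 10 µM MG132 for full effect; MG132 reads +100%, hits lower the ratio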
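Doxycycline induced both beetle luciferases in TMD8 lymphoma cells; IKK-driven degradation limits the IkappaBalpha-fused green signal, while red luminescence normalises for cell number and nonspecific effects. Compounds tested up to 46 uM, 4 hrs.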
Numbers without * were called inactive; ? = inconclusive; . = not tested or not shown; & = joins results of further samples; [ ] = another dose, or the depositor's remark. Unless noted, calls come from the whole dose curve; as a rule, active = well fitted curve in the direction sought with a large enough effect; inconclusive = small, poorly fitted or top-dose-only effect, or another doubt; inactive = no such curve, though single readings can be large; an effect the other way counts as inactive or inconclusive. Unless noted, % is set by controls: 0 for no effect and ±100 for the full control effect.

structure	Eya2 inh	GALK inh	USP2a block	B2AR arrestin	uPA surface inh	PKM2 activator	Coupling enz	hERG WT inh	KCNH2 3.1 inh	Giardia kill	BCR signal inh
COc1ccccc1NC(=O)Cn1c2ccccc2c2nc3n(c(=O)c21)CCS3	-2%	0%	0%	0.1%	6%	2%	-2	-4	-11	20	-7%
CN(C(=O)COC(=O)C1CCN(S(=O)(=O)c2c(Cl)cccc2Cl)CC1)C1CCCCC1	-24%	.	5%	-0.9%	-5%	.	.	6	-23	-2	7%
COc1cc(Cl)c(NS(=O)(=O)c2ccc(-c3ccc(=O)[nH]n3)o2)c(OC)c1	-1%	3%	0%	-1.0%	-4%	.	.	0	15	3	0%
CCN(CC)S(=O)(=O)c1ccc2c(c1)N(CC(=O)NCC1CCCO1)C(=O)CO2 (configuration not stated)	0%	-2%	3%	0.0%	3%	.	.	5	-4	-7	-2%
CC(=O)c1ccc(NC(=O)C2CCCN(C(=O)c3ccc(Cl)cc3)C2)cc1 (configuration not stated)	-2%	3%	1%	0.0%	0%	-27%	2	-7	4	-5	-6%
Cc1cccc2cc(CN(C(=O)c3cnccn3)C3CCCCC3)c(Cl)nc12	-30%	1%	0%	-0.1%	?	-10%	2	2	0	20	?
COc1ccc(CC(=O)Nc2ccc(S(=O)(=O)Nc3nccs3)cc2)cc1	-2%	6%	3%	-0.3%	0%	14µM*	4	-8	9	-20	0%
CCn1cc(/C=C(\NC(=O)c2ccccc2F)C(=O)NCCN2CCOCC2)c2ccccc21	-2%	-1%	1%	0.2%	-4%	.	-4	2	18	23	-6%
O=C(Nc1ccc2c(c1)OCCO2)c1ccc(Br)cc1	-7%	0%	0%	0.5%	-12%	-2%	-7	-5	-4	?	?
CCc1ccc(C(O)(CC(C)C)C(CN2CCOCC2)c2ccccc2)cc1 (configuration not stated)	0%	.	-1%	-0.9%	3%	.	1	2	-3	0	1%

The list continues.
structure	Eya2 inh	GALK inh	USP2a block	B2AR arrestin	uPA surface inh	PKM2 activator	Coupling enz	hERG WT inh	KCNH2 3.1 inh	Giardia kill	BCR signal inh
O=C1N/C(=N\N=C\c2ccccn2)SC1Cc1cccc(SC(F)F)c1 (configuration not stated)	2%	-3%	1%	-0.1%	-10%	-1%	0	1	1	-14	1%
CC(=O)c1ccccc1NC(=O)COC(=O)c1cc2ccccc2[nH]1	-1%	.	-1%	-0.2%	4%	.	.	-9	15	-5	-11%
CC(=O)c1sc2nc(SCC(=O)N3CCCCC3)[nH]c(=O)c2c1C	-3%	-1%	-1%	0.0%	3%	2%	3	-3	-2	8	-11%
COc1ccc(-c2c(C#Cc3ccc(N(C)C)cc3)c3ccccc3n2C)cc1	7%	.	1%	0.0%	2%	.	.	-1	11	6	?
CCN(CC)c1ccc(NC(=O)C2CC3CCC2C3)cc1 (configuration not stated)	20%	2%	5%	-1.2%	-4%	8%	-5	-8	2	-12	?
COc1ccc2c(c1)C(=O)C(=O)N2	1%	0%	0%	-3.4%	-2%	-6%	-12	-2	-9	3	11%
Cc1cc(C)c(C)c(S(=O)(=O)N2CCC(C(=O)OCC(=O)N3c4ccccc4NC(=O)C3(C)C)CC2)c1C	-18%	-3%	1%	0.2%	1%	-4%	1	-3	3	3	8%
CS(=O)(=O)Nc1ccccc1C(=O)Nc1cc(Cl)cc(Cl)c1	0%	0%	0%	0.1%	.	-2%	6	-20	-27	5	8%
CCC(=Nc1ccccc1)C1=C(O)CCCC1=O	-13%	10%	0%	-0.7%	1%	-3%	5	0	-4	-3	-20%
COc1ccc(C2NC(=O)Cc3cc(OC)c(OC)cc32)cc1OC (configuration not stated)	11%	0%	2%	-0.3%	2%	3%	-4	1	3	4	7%

Continuation.
structure	Eya2 inh	GALK inh	USP2a block	B2AR arrestin	uPA surface inh	PKM2 activator	Coupling enz	hERG WT inh	KCNH2 3.1 inh	Giardia kill	BCR signal inh
CN(c1ccccc1)S(=O)(=O)c1cccc(NC(=O)CC(C)(C)C)c1	-4%	-3%	0%	-1.4%	-5%	-7%	-6	-4	3	0	0%
Cc1nn(Cc2ccccc2)c(C)c1NC(=O)c1cc(-c2ccco2)on1	-7%	-1%	-1%	0.2%	6%	0%	1	-12	-4	7	-3%
COc1ccc(CNc2nnnn2C)c(OC)c1	-4%	0%	2%	-0.3%	-1%	2%[11.5 µM]	3	-8	8	12	0%
CC(OC(=O)Cc1coc2ccc3ccccc3c12)C(=O)NC(N)=O (configuration not stated)	4%	-3%	2%	0.4%	2%	5%	-3	-6	-5	-15	?
CCN1CCN(CC(=O)N2c3ccccc3Sc3ccccc32)CC1	0%	-1%	6%	0.1%	-4%	.	0	0	-2	0	?
Cc1cc(C)n2nc(CCCCc3nc4nc(C)cc(C)n4n3)nc2n1	8%	4%	2%	-0.3%	.	-3%	0	.	.	.	-2%
O=C1CC(c2ccco2)Cc2nc(N3CCc4ccccc4C3)ncc21 (configuration not stated)	-15%	1%	0%	-0.7%	7%	?	-3	-5	1	-13	?
CC(NC(=O)COc1ccc(S(=O)(=O)N2CCCC2)cc1)c1ccccc1 (configuration not stated)	-11%	11%	3%	-0.8%	-1%	-3%	1	0	-9	6	3%
CCn1c(SC(C)C(=O)O)nnc1-c1cccnc1 (configuration not stated)	-10%	4%	6%	0.4%	.	-1%	0	-4	11	-7	?
O=C(NCC(=O)N(c1ccccc1)C(C(=O)NCC1CCCO1)c1ccccc1)c1ccco1 (configuration not stated)	10%	9%	2%	0.0%	0%	-3%	1	2	2	1	-2%

Next entries
structure	Eya2 inh	GALK inh	USP2a block	B2AR arrestin	uPA surface inh	PKM2 activator	Coupling enz	hERG WT inh	KCNH2 3.1 inh	Giardia kill	BCR signal inh
N#Cc1sc(=O)[nH]c1Cl	.	.	.	.	-2%	.	10	1	-5	-15&17	.
Cc1nonc1CN(C)C(=O)CC1C(=O)NCCN1Cc1ccc(F)c(F)c1 (configuration not stated)	1%	0%	6%	0.3%	2%	0%	-5	6	8	?	21%
Nc1c(C(=O)c2ccc(Cl)cc2)sc2nc3c(cc12)CCC3	4%	-2%	6%	4.4%	-2%	2%	1	1	1	-4	?
O=C(O)CCCCCNS(=O)(=O)c1ccc2c(c1)OCCO2	3%	-2%	6%	-1.0%	-7%	0%	4	-1	20	-11	-2%
CCNC(=O)c1oc2c(c1C)C(=O)CC(C)(C)C2	17%	0%	-1%	-0.4%	-2%	-1%	5	-4	-4	17	?
Cn1c(C(=O)NCCc2c[nH]c3ccccc23)cc2sccc21	-16%	3%	-12%	0.2%	-12%	-7%	5	-21	1	-3	1%
CC(NC(=O)CN(C)S(=O)(=O)c1cnc[nH]1)c1ccccc1 (configuration not stated)	-19%	0%	0%	-0.1%	4%	3%	1	20	1	-6	6%
CCN(C(=O)COC(=O)c1ccc([N+](=O)[O-])o1)C1CCCCC1	3%	.	3%	7.6%	-24%	.	.	16	-2	?	5%
Cc1ccc(CCNC(=O)CC(C)CC2=NS(=O)(=O)c3ccccc3N2)cc1 (configuration not stated)	-7%	-5%	5%	0.2%	-3%	.	.	-14	-25	-18	0%
Nc1ccccc1C(=O)NC1CCCCNC1=O (configuration not stated)	?	0%	0%	0.3%	0%	-1%	2	-9	-4	-2	-4%

Continued:
structure	Eya2 inh	GALK inh	USP2a block	B2AR arrestin	uPA surface inh	PKM2 activator	Coupling enz	hERG WT inh	KCNH2 3.1 inh	Giardia kill	BCR signal inh
Nc1cc(=O)[nH]c(SCC(=O)Nc2ccc(S(=O)(=O)N3CCCC3)cc2)n1	-5%	.	-1%	0.3%	1%	.	.	-4	16	-8	-4%
COc1ccc2ccccc2c1/C=N/NC(=O)c1ccccc1F	-7%	-3%	4%	-0.3%	1%	-6%	-9	-3	-16	13	?
COc1ccc(CC(=O)NCc2cccs2)cc1OC	-23%	0%	0%	-0.6%	2%	-6%	-1	-5	-5	-10	-2%
CN(C)CCCN(C(=O)/C=C/c1cccs1)c1nc2c(F)cccc2s1	-2%	6%	0%	-0.3%	-4%	8%	2	-45	-117*	-7	?
O=C(CCc1nnc(-c2ccccc2)o1)NC1CCCCC1	-12%	4%	0%	-0.2%	-2%	-8%	1	-9	-3	13	14%
Cc1ccc(NC(=O)Cc2cccs2)cc1Cl	-4%	5%	3%	-0.7%	2%	-4%[11.5 µM]	0	-4	-12	-2	?
CC(=O)N1CCC2(CC1)C/C(=N\NC(=S)Nc1ccccc1F)c1cc(O)ccc1O2	20%	-1%	3%	-0.1%	4%	2%	-4	-5	-11	-8	?
N/C(=N\O)c1ccc([N+](=O)[O-])s1	-22%	1%	8%	-0.6%	-21%	2%	4	2	6	-88*	17%
CCN(CC)CCN1C(=O)c2ccccc2NC1c1ccc(F)cc1 (configuration not stated)	-21%	-2%	0%	-0.8%	-3%	-3%	7	65	-27	-6	-6%
COC(=O)c1ccccc1NC(=O)C1CC=CCC1C(=O)O (configuration not stated)	1%	-2%	-1%	-0.3%	2%	-1%	7	-2	-15	5	?
